High-throughput results (PubChem BioAssay)
Dyrk1A ADPGlo = inhibitors of rat Dyrk1A kinase. Q63470. ADP-Glo luminescence, NFATc1 peptide. inhibition, % at 12.5 µM. actives 0.43% (n = 310,000). AID 504441; in the data active = inhibition above about 50%;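 note: plate controls were vehicle with enzyme for no effect and no enzyme for full effect; many of its hits are not listed in these tables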
GSK3B inh = inhibitors of human GSK3beta kinase; P49841; GST-GSK3beta kinase, ADP-Glo luminescence, 60 min; stronger effect = lower value; activity score (negative = inhibition), % at 10 µM; actives 0.038% (n = 300,000); AID 2097;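 active = more than half of replicate wells score below -50%, meaning over 50% inhibition versus plate controls; inconclusive = some replicates but at most half score below -50%; inactive = no replicate scores below -50%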;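 note: 0% = median DMSO wells and -100% = median GW8510 positive control wells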
Target sequence (P49841 whole entry, looked up): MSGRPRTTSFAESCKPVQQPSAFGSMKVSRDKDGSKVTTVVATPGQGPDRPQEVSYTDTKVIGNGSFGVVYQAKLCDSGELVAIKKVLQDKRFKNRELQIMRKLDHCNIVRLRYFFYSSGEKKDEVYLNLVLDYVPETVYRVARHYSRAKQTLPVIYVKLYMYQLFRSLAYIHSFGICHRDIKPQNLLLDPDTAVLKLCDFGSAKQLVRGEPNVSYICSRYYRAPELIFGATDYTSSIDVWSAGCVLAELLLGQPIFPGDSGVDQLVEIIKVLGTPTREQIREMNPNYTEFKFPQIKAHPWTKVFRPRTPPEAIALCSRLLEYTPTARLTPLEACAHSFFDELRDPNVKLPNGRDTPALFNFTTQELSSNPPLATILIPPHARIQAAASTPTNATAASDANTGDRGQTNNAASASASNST
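Test system: GST-tagged human GSK3beta kinase, cell-free; evaluation: activity score scaled between in-plate DMSO and GW8510 controls; measured by: ADP-Glo luminescence; incubation: 60 min reaction, RT; benchmarks: DMSO and 20 µM GW8510; reagent: peptide substrate plus 25 µM ATP (final); medium: Tris/MgCl2 kinase buffer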
Platelet DG rel = platelet dense granule release activity; AID 1663; human platelet-rich plasma, SFLLRN dense granule ATP release, luminescence; actives 0.22% (n = 300,000); inhibition, %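 (compounds screened at 7.5 µM in platelet-rich plasma)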;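 active = mean replicate score, as percent of positive control, at or above 50; inconclusive = mean below 50 but at least one replicate at or above 50; inactive = mean and every replicate below 50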
HSF1 activator = increases HSF-1 driven luciferase reporter signal | actives 1.7% (n = 300,000) | NIH3T3-HGL HSF-1 luciferase reporter, MG132, 8 h; 100% = twice DMSO control signal | AID 504408 | activation, % at 9 µM;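 active = mean replicate activation of at least 50% with a set share of replicates each reaching 50%; inconclusive = only one of those two conditions met; inactive = mean below 50% and too few replicates reaching it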;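 note: 0% = median of the neutral control wells and 100% = twice that signal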
PolyA inhibitor = inhibitors of polyadenylation in S. cerevisiae; actives 0.02% (n = 300,000); AID 1875; calls only at 12 µM; S. cerevisiae SKY197-pL101 polyadenylation reporter, beta-gal luminescence; efflux-impaired pdr1/pdr3 knockout yeast; score 100 = 6 SD above DMSO;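 active = lowest replicate activity score at least 50, where 100 means six control SD above control mean; inconclusive = lowest score under 50 but half or more replicates reach 50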;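 note: yeast exposed to compound for 9 h at 30 °C; higher score means more reporter readthrough which indicates perturbed polyadenylation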
GSK3A inh = blocks human GSK-3 alpha kinase. P49840. ADP-Glo luminescence, 60 min. inhibition, % at 10 µM. actives 0.1% (n = 320,000). AID 2650;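 in the data active = inhibition above about 50%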;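 note: GST-tagged GSK-3 alpha with peptide substrate and 25 µM ATP; 0% = DMSO neutral wells and 100% = GW8510 positive control wells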
HSF1 inhib = HSF1 inhibition; NIH3T3-HGL HSE-luciferase, MG132-induced, luminescence 8 h; stronger effect = lower value; activity change, negative = inhibition, % at 7.5 µM (by protocol); actives 0.77% (n = 300,000);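 active = more than half of replicate wells show activity change below -50%, luminescence cut by over half; inconclusive = some wells, but at most half, below -50%; inactive = no replicate well below -50%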;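 note: luciferase reports HSF-1 transcriptional activity via heat shock element; 0% = median of DMSO wells and -100% = zero luminescence signal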
HDAC3 inhib = human HDAC3 inhibition; recombinant HDAC3, fluorogenic peptide/trypsin coupled, fluorescence; inhibition, % at 8.3 µM; actives 0.15% (n = 320,000); in the data active = inhibition above about 26%, passing the limit was not always enough; inconclusive = no clear call, values can overlap the other calls
Target sequence (O15379 whole entry, looked up): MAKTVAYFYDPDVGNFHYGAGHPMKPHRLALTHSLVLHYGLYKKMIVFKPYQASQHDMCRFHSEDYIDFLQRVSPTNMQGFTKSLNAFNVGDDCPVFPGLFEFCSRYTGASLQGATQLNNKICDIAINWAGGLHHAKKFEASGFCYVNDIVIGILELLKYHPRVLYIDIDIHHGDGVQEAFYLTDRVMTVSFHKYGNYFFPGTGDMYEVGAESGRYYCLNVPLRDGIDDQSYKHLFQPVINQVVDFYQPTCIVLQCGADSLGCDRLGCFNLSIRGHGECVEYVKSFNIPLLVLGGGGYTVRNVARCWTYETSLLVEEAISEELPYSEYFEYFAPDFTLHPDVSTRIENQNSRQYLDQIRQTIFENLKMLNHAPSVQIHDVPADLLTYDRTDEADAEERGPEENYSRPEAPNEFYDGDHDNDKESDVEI
AI-2 QS mod = modulates the Vibrio harveyi AI-2 quorum sensing system; Vibrio harveyi JMH597 AI-2 luminescence/OD600 ratio, 9 h; stronger effect = lower value; strain lacks LuxN and CqsS sensors; 0 = neutral-control median; activity change, % at 7.5 µM; actives 0.4% (n = 300,000); AID 2094; in the data active = activity change below about -75%, passing the limit was not always enough; inconclusive = no clear call, values can overlap the other calls;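 note: luminescence divided by OD600 gain over 9 h not by final OD600 alone; inactives centre near 13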
HSP90 inh = blocks HSP90-mediated luciferase refolding in reticulocyte lysate; actives 0.91% (n = 290,000); AID 1789; inhibition, % at 5.6 µM; Rabbit reticulocyte lysate, luciferase refolding luminescence, 3 h;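 active = inhibition above the screen-wide mean plus 3 SD, computed separately per campaign, cut at about 16% in these data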;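 note: 0% = DMSO wells and 100% = 60 µM geldanamycin wells; inhibitors lower the luminescence because luciferase stays unfolded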
The depositor's hits bear a star; i = inactive; ? = inconclusive; nt = no result given. Not all compounds are listed. The share of hits here may be higher or lower than overall.

GSK3B inh	HDAC3 inhib	HSP90 inh	HSF1 activator	Dyrk1A ADPGlo	PolyA inhibitor	Platelet DG rel	AI-2 QS mod	GSK3A inh	HSF1 inhib	Molecule
0	?	-2	12	4	i	-3	11	-3	7	CC(OC(=O)c1cc2sccc2n1C)C(=O)NCc1cccs1 (stereo not drawn)
0	-2	-4	-3	7	i	9	14	0	8	CCOC(=O)c1cc2cc3ccccc3cc2oc1=O
-1	-2	3	-3	-3	i	-17	34	-4	-5	COc1cc2cc(CN(CCCO)S(=O)(=O)c3ccccc3Cl)c(=O)[nH]c2cc1OC
5	-2	-3	1	-3	i	-7	2	-2	0	COc1ccccc1N1CCN(C(=O)CSc2ncnc3scc(-c4ccccc4)c23)CC1
1	8	1	-11	2	i	-3	10	0	-9	O=C(Nc1ccccc1-c1nnn(CC(=O)N2CCOCC2)n1)c1ccccc1F
3	5	-3	21	-3	i	9	0	-1	-4	Cc1ccc(N(CC(=O)N2CCOCC2)S(C)(=O)=O)cc1Cl
3	-3	-2	-3	3	i	2	17	0	-1	COCCCNC(=O)CCSc1ccc(Cl)cc1
-2	-4	-3	0	6	i	-8	14	-4	-3	CC(CN1CCCCC1)OC(=O)c1ccc(Cl)cc1 (stereo not drawn)
1	3	2	-4	-3	i	9	6	nt	-5	CN(C)CCNC(=O)COc1ccc(C23CC4CC(CC(C4)C2)C3)cc1
-3	0	0	-7	3	i	9	10	1	-12	O=C(NCc1ccncc1)c1cccc(F)c1
0	-4	4	16	6	i	-17	-9	0	12	COC(=O)CCSCC(=O)N1N=C(c2ccc(Br)cc2)CC1c1cccc(OC)c1OC (stereo not drawn)
0	?	4	1	2	nt	0	29	-1	5	Cc1ccc[n+](CC(=O)c2ccc(Br)cc2)c1
2	5	5	39	2	i	17	13	-2	26	COc1ccc2oc(C(=O)Nc3nc4ccccc4[nH]3)c(C)c2c1
-2	10	5	30	27	i	-1	14	35	11	CCC(C)Nc1nc(N)c([N+](=O)[O-])c(NCc2ccccc2)n1 (stereo not drawn)
-5	-5	-1	19	-2	i	20	8	1	14	COc1ccc(/C=C2\SC(=O)N(CCC(=O)NC3CCS(=O)(=O)C3)C2=O)cc1 (stereo not drawn)
-1	16	9	8	8	i	-5	24	-1	-3	CCCC/C(O)=C1\C(=O)CC(C)(C)CC1=Nc1ccc(OC)cc1
0	-7	-6	-11	5	i	30	21	2	-4	COc1ccc(Cc2nc3c4c(ncn3n2)Oc2c(ccc3ccccc23)C4c2ccc(OC)c(OC)c2)cc1 (stereo not drawn)
1	4	0	36	2	i	2	-5	2	23	O=C(Nc1cccnc1)c1cc2cc(Br)ccc2o1
0	3	2	30	-7	i	-10	8	0	7	Cc1ccc2c(c1)c1c(n2CC(O)CN2CCC(C)CC2)CCCC1 (stereo not drawn)
-4	1	1	30	4	i	-7	0	0	6	CCC(Sc1nnnn1C)C(=O)Nc1ccc(C(C)=O)cc1 (stereo not drawn)
-3	11	1	-11	2	i	6	11	-1	-5	CC[N+](C)(CC)CCC(c1ccccc1)C1CCCCC1 (stereo not drawn)
2	-16	nt	1	8	i	0	27	3	-6	O=C1CC2(CCN(C(=O)C3CC(=O)N(c4ccccc4)C3)CC2)Oc2ccccc21 (stereo not drawn)
3	3	-2	-9	0	i	3	6	-1	-2	Cc1nn(-c2ncc(C(F)(F)F)cc2Cl)c(=O)n1-c1cccc(Cl)c1
2	3	0	6	-6	i	1	7	-2	0	O=C(c1cccc(Cl)c1)N1CCC(C(=O)N2CCN(Cc3ccccc3)CC2)CC1

Compound profiles, from the list above. Values in the order: GSK3B inh, HDAC3 inhib, HSP90 inh, HSF1 activator, Dyrk1A ADPGlo, PolyA inhibitor, Platelet DG rel, AI-2 QS mod, GSK3A inh, HSF1 inhib
`Cc1ccc2c(c1)c1c(n2CC(O)CN2CCC(C)CC2)CCCC1` (stereo not drawn) in the list: 0, 3, 2, 30, -7, i, -10, 8, 0, 7
`COc1ccc(Cc2nc3c4c(ncn3n2)Oc2c(ccc3ccccc23)C4c2ccc(OC)c(OC)c2)cc1` (stereo not drawn) in the list: 0, -7, -6, -11, 5, i, 30, 21, 2, -4

Going on with the list.
GSK3B inh	HDAC3 inhib	HSP90 inh	HSF1 activator	Dyrk1A ADPGlo	PolyA inhibitor	Platelet DG rel	AI-2 QS mod	GSK3A inh	HSF1 inhib	Molecule
-5	-1	2	-17	-5	i	-2	15	-4	5	CCCc1nc2sc3c(c2c(=O)n1NC(=O)CCC(=O)O)CCCC3
-3	0	-1	12	-7	i	4	19	0	2	Cc1cc(OC(=O)c2ccc(S(=O)(=O)N(C)C)cc2)c([N+](=O)[O-])c(=O)[nH]1
-3	-2	3	11	-3	i	0	14	8	-8	N#Cc1c(N2CCCC(O)C2)nc(N)c2c(N)nc3c(c12)CC(=O)N3C12CC3CC(CC(C3)C1)C2 (stereo not drawn)
3	7	-2	33	0	i	-2	17	2	16	CCc1ccc[n+](-c2[nH]c(=O)sc2/C=N/N=C(\N)[O-])c1
2	1	12	-19	9	i	-1	11	-2	-12	Cc1nc2cc(C(=O)O)ccc2s1
2	7	-3	-3	-2	i	12	26	7	-6	CC(C)(C)n1cnnc1Sc1ncccc1[N+](=O)[O-]
1	9	0	22	nt	i	-2	19	-1	8	O=C(c1cc(-c2ccncc2)nc2ccccc12)N1CCN(c2ccccc2O)CC1
-1	-11	-9	-3	-1	i	-6	29	-2	-5	COC(=O)C(CCSC)NC(=O)c1cn(-c2ccc(OC)cc2)c(=O)c2ccccc12 (stereo not drawn)
1	nt	0	-4	-4	i	14	0	2	-7	CCOc1ccc(NC(=S)NCCN2CCN(Cc3ccccc3)CC2)cc1
0	-1	-1	0	3	i	4	32	1	-2	O=C(Nc1nccs1)c1ccc(S(=O)(=O)NCc2cccs2)cc1
8	3	-2	-1	0	i	3	20	-1	3	Cc1ccc(NC(=O)C2c3ccccc3Oc3ccccc32)nc1
1	-4	nt	22	4	i	-22	-7	-2	13	COc1ccc(-c2cc(C(=O)N3CC(C)CC(C)C3)c3ccccc3n2)cc1 (stereo not drawn)
1	-1	-5	22	4	i	-16	40	0	8	O=C(CCc1ccccc1)Nc1cc2c(cc1Cl)OCCO2
0	1	2	-13	-1	i	10	9	-1	-2	COc1ccc(CN(C)C(=O)c2cnc(C)cn2)c(OC)c1OC
0	-9	-2	-3	-6	i	2	29	1	6	Cc1ccc(NC(=O)/C(=C/C=C/c2ccccc2)NC(=O)c2ccccc2)cc1
4	-8	0	4	5	i	20	7	-4	0	NS(=O)(=O)OCCCc1ccccc1
1	nt	3	0	nt	i	10	41	nt	-2	Cc1cccc(NS(=O)(=O)c2cc(NC(=O)CC(=O)c3ccc([N+](=O)[O-])cc3)ccc2C)c1
3	3	-1	-8	10	i	3	15	1	-2	O=C(NCCc1nc2ccc(Cl)cc2[nH]1)C1CCC(=O)N(Cc2cccc(F)c2)C1 (stereo not drawn)
3	-2	1	-8	-4	nt	-3	-1	-1	-2	O=C(O)/C=C/C(=O)NNC(=O)c1cccc(Br)c1
4	-4	3	1	6	i	-3	17	-1	-2	Cc1ccccc1OCC(=O)Nc1ccccc1N1CCCCC1
0	-3	7	-4	8	i	-1	6	1	-5	Cc1ccc2c(c1)sc(C)[n+]2CCCS(=O)(=O)[O-]
-4	-2	2	6	33	i	-1	22	1	2	O=C1CCC2c3ccc4ccccc4c3CCN12 (stereo not drawn)
2	-11	-5	-8	-8	i	8	8	-2	-6	O=[N+]([O-])c1cccc(/C=N/N2CCN(Cc3ccc(Cl)cc3)CC2)c1
-6	-2	-3	6	3	i	6	13	0	-2	CCCCOCCCNCC(=O)Nc1ccc(S(N)(=O)=O)cc1
-2	5	3	-6	-3	i	7	17	0	2	O=C1N=C(N2CCCC2C(=O)O)S/C1=C\c1ccco1 (stereo not drawn)
1	9	-2	5	-3	i	-11	19	0	1	Cc1cccc2c1N(CCCOc1ccc(C(C)(C)C)cc1)C(=O)C2=O
-3	4	1	30	7	i	-4	-4	1	-5	Cc1nc2sc(C(=O)O)c(N)c2c2c1COC(C)(C)C2
0	12	-3	10	26	i	0	3	0	14	CC(C)(C)C1CCc2nc(NC(=O)Cc3cn4ccsc4n3)sc2C1 (stereo not drawn)
-1	-94	1	5	13	i	3	-3	nt	-3	Cc1cc(NCc2ccco2)n2c(nc3ccccc32)c1C#N
0	0	-3	39	12	i	8	7	-1	13	Cc1ccc(NC(=O)c2ccc3nc[nH]c3c2)nc1
-1	-4	1	-1	5	i	0	22	4	3	O=C(CSc1n[nH]c(-c2ccncc2)n1)Nc1ccc(F)cc1
-2	1	-4	-1	1	i	-20	10	-1	-3	Cc1ccc(S(=O)(=O)N2CCN(c3ncnc4sccc34)CC2)cc1
nt	3	7	18	-3	i	3	nt	0	9	COc1ccc(C2c3c4c(n(C)c3CCN2C)CCN(C)C4c2ccc(OC)cc2)cc1 (stereo not drawn)
-1	-7	5	10	1	i	-5	5	-4	0	COc1ccc(NC(=S)N(CCN2CCOCC2)C2CCN(C(C)=O)CC2)cc1Cl
-6	0	-2	0	-1	i	-2	6	-3	-3	COc1cc(C2=NOC(C(=O)Nc3ccc4c(c3)OCO4)C2)cc(OC)c1OC (stereo not drawn)
